mouse IAP activators – activators of mouse IAP, confirmation, biochemical, luminescence, single concentration (AID 434970) | activity change, negative = activation, % at 10 µM | 11,000 compounds, 2.9% hits | purified mouse IAP, CDP-Star luminescence, 30 min; active compounds read low; in the data active means activity change below about -85%;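 further: percent relative to enzyme plus DMSO wells and wells without enzyme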
mouse IAP activators Fold change – further read-out of mouse IAP activators, marked with its call; activation factor; measured here: IAP activation factor; active compounds read high;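 fold luminescence change scaled to plate control wells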
Numbers without * were called inactive. Not all compounds are listed; count on the stated rates, not on these rows.

cpd	SMILES	mouse IAP activators	mouse IAP activators Fold change
1	CCOc1ncccc1C(=O)OCc1cn2cc(Cl)ccc2n1	4	0.96
2	Cn1cnnc1SCC(=O)Nc1ncc([N+](=O)[O-])s1	51	0.49
3	COc1ccc(OCc2nc(N)nc(Nc3ccccc3)n2)cc1	-2	1
4	COCCNC(=O)C(C)OC(=O)c1cc2sccc2n1C (configuration not stated)	8	0.92
5	CCC(C)NCCCOc1cc(Cl)ccc1Cl (configuration not stated)	-9	1.1
6	OCCNC(=S)NC1CCCCC1	3	0.97
7	C=CCn1c(C)cc(C(=O)COC(=O)COc2ccccc2C#N)c1C	8	0.92
8	CCCCn1cc(SCC(=O)O)c2ccccc21	8	0.92
9	COc1ccc(NC(=O)c2cc3cc(OC)ccc3oc2=N)cc1	8	0.92
10	COc1ccc2[nH]c3c(c2c1)CCN1C(=O)C(CC(=O)NCc2ccc(OC)c(OC)c2)C[C@H](C(=O)N2CCCCC2)[C@@]31CCc1ccccc1 (some centres not stated)	-18	1.2
11	O=S1(=O)c2ccc(Br)cc2OC(COCc2ccccc2)CN1Cc1ccccc1 (configuration not stated)	1	0.99
12	COc1ccc(NC(=O)C2CCCN(C)C2)cc1OCC(C)C (configuration not stated)	8	0.92
13	CCCCCCc1c(O)c2ccccc2[nH]c1=O	4	0.96
14	Nc1ccc2c(c1)C(=O)N(CC1CCCO1)C2=O (configuration not stated)	-11	1.1
15	CC1CCC(C(=O)NC(C(=O)NCc2cccnc2)C(C)C)CC1 (configuration not stated)	-8	1.1
16	N#Cc1c(-c2ccc(Cl)cc2)ccn2nc(CCC(=O)O)nc12	-15	1.2
17	COc1ccc(C(=O)NC(Nc2ccccc2)C(Cl)(Cl)Cl)cc1 (configuration not stated)	-15	1.2
18	Cc1ccc(-n2c(SCC(=O)Nc3nccs3)nc3c(c2=O)SCC3)cc1	1	0.99
19	CCCOc1ccc(C(=O)Nc2ccc(N3CCN(C(C)=O)CC3)cc2)cc1	-10	1.1
20	O=C(Nc1cccc(F)c1)/C(=C\c1ccco1)NC(=O)c1cccs1	-5	1.1
21	CCc1[nH]nc2c1C(c1cccnc1)C(C#N)=C(N)O2 (configuration not stated)	-5	1
22	O=C(CCCNS(=O)(=O)c1cccc2nsnc12)NCCc1ccccc1	-8	1.1
23	CN1Cc2cc(C(=O)c3cc(Cl)cc(CSc4ncccn4)c3O)cnc2NC1=O	0	1
24	COc1ccccc1NC(=O)N1CCCC1C(=O)NC1CCCCC1 (configuration not stated)	-10	1.1
25	O=C(COC(=O)C12CC3CC(CC(C3)C1)C2)N1CCN(S(=O)(=O)c2ccccc2)CC1	-7	1.1
26	CN(C(=O)COC(=O)CNS(=O)(=O)/C=C/c1ccccc1)C1CCS(=O)(=O)C1 (configuration not stated)	1	0.99
27	COc1cc(CCN2C(=O)c3cccc4cccc(c34)C2=O)c(S(=O)(=O)NCCCO)cc1OC	-5	1
28	CCN1C[C@@H]2[C@@H]3C(=O)N(Cc4ccccc4)C(=O)[C@@H]3[C@](C)(C(=O)OC)N2C1=NC	2	0.98
29	C#CCOCCOCCOCCNc1nc(N2CCN(C(=O)CCCCCCCCCCNC(=O)Cn3cc(C[C@@H](C)O)nn3)CC2)nc(N2CCN(C(=O)CCCCCCCCCCNC(=O)[C@@H]([C@H](C)CC)n3cc(CCCCCN)nn3)CC2)n1	-459*	5.6*
30	Cc1cc(C(=O)CSc2nnc(-c3cccc(F)c3)n2N)c(C)n1Cc1ccc2c(c1)OCO2	15	0.85
31	COc1ccc2c(c1)C(=NO)c1cc(OC)ccc1-2	18	0.82
32	CCN(CC)C(=O)[C@H]1C[C@H](CC(=O)NCCN2CCOCC2)C(=O)N2CCc3c([nH]c4cc(CCC(=O)N(C)C)ccc34)[C@]12C	-7	1.1
33	Cc1ccc(NC(=O)Nc2ncccc2C)cc1	-2	1
34	C=CCN=C1CC(C)(C)CC(=O)/C1=C(/O)CCC(=O)OC	5	0.95
35	c1cnc(Oc2ccc3oc4ccccc4c3c2)nc1	-3	1
36	Cc1oc2ccc(OCC(N)=O)cc2c1C(=O)OC(C)C	-9	1.1
37	Cc1ccc2cccc(O)c2[n+]1[O-]	9	0.91
38	O=C(NCCc1c[nH]c2ccccc12)c1ccc(S(=O)(=O)NCc2ccco2)cc1	11	0.89
39	CNc1nc(C)c(C(=O)OCC(=O)OC)s1	-9	1.1
40	O=C(C[C@H]1C[C@H](C(=O)N2CCCCC2)[C@@]2(CCc3ccccc3)c3[nH]c4ccc(Cl)cc4c3CCN2C1=O)NCCN1CCOCC1	-12	1.1
41	OC(c1ccc(Cl)cc1Cl)C(Cc1cccnc1)n1cncn1 (configuration not stated)	7	0.93
42	NC(=O)c1oc2ccc(Cl)cc2c1N	2	0.98
43	O=C(NC(C(=O)c1ccccc1)n1ccc(=O)[nH]c1=O)c1ccccc1 (configuration not stated)	-13	1.1
44	O=C(CN1C(=O)C2CC=CCC2C1=O)Nc1ccc(-c2nnc3n2CCCCC3)cc1 (configuration not stated)	-6	1.1
45	CC(=O)Nc1ccccc1OCC(=O)c1cc(C)n(Cc2cccs2)c1C	-4	1
46	CCc1nn2cc(-c3ccccc3)nc2s1	7	0.93
47	O=C(Oc1c(Cl)cc(Cl)c2cccnc12)c1cccs1	2	0.98
48	COc1ccccc1-c1cc(C(=O)N2CCN(S(=O)(=O)c3ccc(C)cc3)CC2)[nH]n1	-58	1.6
49	C#CCN1C=C(C(=O)OCC)C(C)N(Cc2ccccc2I)S1(=O)=O (configuration not stated)	6	0.94
50	CC(C)N(C(=O)[C@H]1C[C@H](CC(=O)NCC23CC4CC(CC(C4)C2)C3)C(=O)N2CCc3c([nH]c4cc(-c5ccco5)ccc34)[C@]12C)C(C)C	-40	1.4
51	COC(=O)C1CCN(c2nc3ccccc3nc2C(C#N)C(=O)OCC(C)C)CC1 (configuration not stated)	16	0.84
52	CCOc1ccc(-n2c(SCC(=O)NCc3ccco3)nc3c(c2=O)SCC3)cc1	14	0.86
53	CCOC(=O)c1cnc2nc(C(F)(F)F)[nH]n2c1=O	1	0.99
54	C=CCOc1cccc(C2/C(=C(/O)c3ccccc3)C(=O)C(=O)N2CCN2CCOCC2)c1 (configuration not stated)	-2	1
55	CC1=NN(C(=O)c2ccc(Br)cc2)C(O)(C(F)(F)OC(F)(F)F)C1 (configuration not stated)	1	0.99
56	COC(=O)c1ccc(NC(=O)CN(c2ccc(OC)cc2)S(C)(=O)=O)cc1	5	0.95
57	COc1cccc(C(C(=O)NC2CCCCC2)N(C(=O)c2ccco2)c2ccc(-n3cnnn3)c(C)c2)c1 (configuration not stated)	3	0.97
58	O=C(O)CN(c1ccccn1)S(=O)(=O)c1ccccc1	-4	1
59	CCOC(=O)CN1C(=O)c2ccccc2C1=O	-5	1
60	Cc1cc(-c2ccccc2)n2nc(C)c(C#N)c2n1	-2	1

The list continues:
cpd	SMILES	mouse IAP activators	mouse IAP activators Fold change
61	CCOC(=O)n1c(=O)oc2ccc(Cl)cc21	-7	1.1
62	Cc1nc2c(cnn2-c2ccccc2Cl)c(=O)n1-c1ccc(N2CCC(C)CC2)cc1	2	0.98
63	COc1ccc(CCNC(=O)CN(c2ccccc2)S(C)(=O)=O)cc1OC	-7	1.1
64	CCOC(=O)C1(CC)NC(c2ccc(N(C)C)cc2)C2C(=O)N(C)C(=O)C21 (configuration not stated)	-11	1.1
65	CC(=O)OCC1OC(n2ccc(=O)[nH]c2=O)C(O)C1O (configuration not stated)	-9	1.1
66	O=C(OCC(=O)c1c[nH]c2ccccc12)C1=COCCO1	0	1
67	O=c1ccn(Cc2ccccc2)c(=O)n1Cc1ccccc1	5	0.95
68	Cn1ncc(Br)c1C(=O)N/N=C/c1ccc(OS(=O)(=O)c2ccccc2)cc1	10	0.9
69	Cc1nc2cc(-c3ccsc3-n3c(C)ccc3C)[nH]n2c(=O)c1Cl	78	0.22
70	CCC(=O)N/N=C(\C)CC(=O)Nc1ccc2ccccc2c1	-10	1.1
71	COc1ccc(CCNC(=O)C2CCCN2C(=O)NC2CCCCC2)cc1OC (configuration not stated)	-1	1
72	Cc1cc2cc3c(cc2nc1SCC(=O)OC(C)C)OCCO3	7	0.93
73	CCCCc1ccc(-c2c(C#N)c(N)nc3c2CCCC3)s1	5	0.95
74	CC(C)=CCC/C(C)=C/CNC(=O)C[C@H]1C[C@H](C(=O)N2CCCCC2)[C@@]2(C)c3[nH]c4cc(-c5ccco5)ccc4c3CCN2C1=O	-55	1.6
75	CCOC(=O)c1c(N)sc2c1CCS(=O)(=O)C2	27	0.73
76	CCOC(=O)c1cnc2ccc(C)cc2c1OCc1cc(F)cc(F)c1	7	0.93
77	Cn1c(=O)c2c(nc(SCC(=O)N3CCCCCC3)n2C)n(C)c1=O	-8	1.1
78	CCOC(=O)N1CCN(C(=O)CNCc2cccs2)CC1	4	0.96
79	Fc1ccc(C(c2nnnn2Cc2cccs2)N2CCN(c3ccccc3)CC2)cc1 (configuration not stated)	-5	1
80	COc1ccc2c(c1)c(=O)oc1c(C)c(OCC(=O)N3CCc4ccccc4C3)ccc12	7	0.93

Single records, from the list above:
Record of `CCC(=O)N/N=C(\C)CC(=O)Nc1ccc2ccccc2c1` : mouse IAP activators: -10; mouse IAP activators Fold change: 1.1
Record of `Cc1nc2c(cnn2-c2ccccc2Cl)c(=O)n1-c1ccc(N2CCC(C)CC2)cc1` : mouse IAP activators: 2; mouse IAP activators Fold change: 0.98
Record of `CCOC(=O)C1(CC)NC(c2ccc(N(C)C)cc2)C2C(=O)N(C)C(=O)C21` (configuration not stated) : mouse IAP activators: -11; mouse IAP activators Fold change: 1.1

Three compounds from above, ordered by the value under mouse IAP activators, highest first.
cpd	SMILES	mouse IAP activators	mouse IAP activators Fold change
72	Cc1cc2cc3c(cc2nc1SCC(=O)OC(C)C)OCCO3	7	0.93
78	CCOC(=O)N1CCN(C(=O)CNCc2cccs2)CC1	4	0.96
70	CCC(=O)N/N=C(\C)CC(=O)Nc1ccc2ccccc2c1	-10	1.1

Additional entries follow.
cpd	SMILES	mouse IAP activators	mouse IAP activators Fold change
81	CC(C)OC(=O)c1c(N)n(CCCN2CCOCC2)c2nc3ccccc3nc12	3	0.97
82	N#Cc1c(Cl)c(Cl)c2nnc(-c3ccc(Br)cc3)n2c1Cl	15	0.85
83	C=CCn1c(SCC(=O)Nc2c(C)n(C)n(-c3ccccc3)c2=O)nc2scc(-c3ccccc3)c2c1=O	1	0.99
84	O=C1[C@@H](Oc2ccccc2)[C@@H](c2ccncc2)N1c1ccccc1	-6	1.1
85	CCc1cc2c(=O)n(Cc3ccco3)c(SCC(=O)N3CCCc4ccccc43)nc2s1	25	0.75
86	COC(=O)c1sc2nc(-c3ccco3)ccc2c1N	53	0.47
87	Cc1ccc(NC(=S)NC(NC(=O)c2ccccc2C)C(Cl)(Cl)Cl)c(C)c1 (configuration not stated)	-211*	3.1*
88	Cc1cccc(C2=NN(c3ccc(Br)cc3)[C@@H](C(=O)N3CCOC3=O)[C@@H]2c2ccc(Cl)cc2)c1	2	0.98
89	COC(=O)c1ccc(Cn2c(CN3CCOCC3)nc3ccccc3c2=O)o1	6	0.94
90	O=C(CSc1nnc(CNC(=O)c2ccccc2F)o1)Nc1ccc2c(c1)OCCO2	18	0.82
91	COc1ccc(CCNC(=O)NC2CCCCC2)cc1	2	0.98
92	O=C(c1cccc(F)c1)N1CCN(c2cccc(Cl)c2)CC1	4	0.96
93	COc1ccc2c(c1)c1ccccc1n2C	4	0.96
94	N#C/C(=C\c1ccc(O)c(O)c1)C(=O)c1ccc(O)c(O)c1	86	0.14
95	CCc1ccc(NC(=O)c2sccc2-n2cccc2)cc1	-4	1
96	CCn1cc(C(=O)N2CCN(Cc3ccc4c(c3)OCO4)CC2)c2cc(OC)c(OC)cc2c1=O	8	0.92
97	CCN1CCN(C(=O)c2ccc(Cn3c(=O)[nH]c4cc(OC)c(OC)cc4c3=O)cc2)CC1	-15	1.1
98	CCCS(=O)(=O)N1CCN(C(=O)COc2ccc(-c3ccccc3)cc2)CC1	7	0.93
99	Cc1cc2cc(CN(C(=O)C3CC3)C3CCCC3)c3nnnn3c2cc1C	3	0.97
100	c1ccc(-c2nnc(CSc3nnc(-c4ccncc4)n3Cc3ccco3)o2)cc1	-12	1.1
101	N#Cc1ccc(Oc2ccc(C(N)=O)cc2)cc1C#N	-7	1.1
102	CC(C)(C)OC(=O)N1O[C@H]2C[C@@H]1[C@@H]1[C@@H]2N=NN1C12CC3CC(CC(C3)C1)C2	10	0.91
103	Cc1cccc(-c2onc3ccc(C4(C)OCCO4)cc23)c1	9	0.91
104	CCCn1c(NCc2c[nH]c3ccccc23)nc2ccccc21	-12	1.1
105	O=C(CN1CCN(S(=O)(=O)c2ccc(Cl)cc2)CC1)NC(=O)NC1CCCCC1	7	0.93
106	Cc1ccc(OCc2nnc(SCC(=O)Nc3sc(C)c(C)c3C#N)n2C)cc1	-2	1
107	CCCn1c(/N=C/c2ccccc2O)nc2ccccc21	-9	1.1
108	Cn1c(CNC2CCCCC2)c(C#N)c2ccccc21	8	0.92
109	O=C1CCC[C@@H]2CC(Nc3ccc(F)cc3F)C[C@@H]3CCN1[C@H]23 (some centres not stated)	3	0.97
110	COc1ccc(Cn2c(-c3ccco3)nc3oc4ccccc4c(=O)c3c2=O)cc1	6	0.94

Screening results deposited in PubChem by Sanford-Burnham Center for Chemical Genomics.
